Pyk2 oligo antag = antagonists of human Pyk2 oligomerization; Q14289; Q293 cells, Pyk2 FERM NanoBiT luminescence; active compounds read low; z-score (the deposit names both 25 µM and 10 µM); 99,000 compounds, 0.83% hits;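 active = Z-score of -3 or lower, scaled per plate to the spread of control and sample wells; inactive = z-score above -3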;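 note: negative z-score means lost luminescence so less FERM oligomerization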
Target sequence (Q14289 whole entry, looked up): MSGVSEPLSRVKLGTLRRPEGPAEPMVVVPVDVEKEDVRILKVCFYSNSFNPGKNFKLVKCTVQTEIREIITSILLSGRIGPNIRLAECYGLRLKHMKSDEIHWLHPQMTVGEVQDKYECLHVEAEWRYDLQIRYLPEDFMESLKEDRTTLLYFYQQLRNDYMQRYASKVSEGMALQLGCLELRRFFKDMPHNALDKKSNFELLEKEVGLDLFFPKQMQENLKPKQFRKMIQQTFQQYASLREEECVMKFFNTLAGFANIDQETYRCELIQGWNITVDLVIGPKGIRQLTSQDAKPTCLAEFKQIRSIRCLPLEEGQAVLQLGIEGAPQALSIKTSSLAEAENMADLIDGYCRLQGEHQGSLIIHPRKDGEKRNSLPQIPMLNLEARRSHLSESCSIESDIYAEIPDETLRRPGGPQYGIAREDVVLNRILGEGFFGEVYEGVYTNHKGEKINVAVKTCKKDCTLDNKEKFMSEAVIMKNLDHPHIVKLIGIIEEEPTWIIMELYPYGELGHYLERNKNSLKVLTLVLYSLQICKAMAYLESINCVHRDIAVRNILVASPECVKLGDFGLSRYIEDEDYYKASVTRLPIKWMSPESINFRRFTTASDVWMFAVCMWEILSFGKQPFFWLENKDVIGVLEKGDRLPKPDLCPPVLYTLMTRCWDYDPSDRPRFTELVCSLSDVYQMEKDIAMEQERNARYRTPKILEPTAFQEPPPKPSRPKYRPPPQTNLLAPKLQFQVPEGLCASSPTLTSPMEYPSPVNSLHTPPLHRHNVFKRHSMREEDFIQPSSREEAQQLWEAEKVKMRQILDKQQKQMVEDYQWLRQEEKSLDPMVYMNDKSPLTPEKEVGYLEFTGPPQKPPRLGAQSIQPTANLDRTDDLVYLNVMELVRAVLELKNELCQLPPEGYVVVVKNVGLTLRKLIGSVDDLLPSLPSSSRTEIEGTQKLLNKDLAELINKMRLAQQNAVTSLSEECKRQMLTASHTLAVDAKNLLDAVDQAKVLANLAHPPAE
Smad3 FoxH1 inh = inhibitors of human Smad3 transcription factor binding. AID 630. P84022. 88,000 compounds, 0.29% hits. TR-FRET Smad3/Dy647-FoxH1 peptide binding, europium anti-His. inhibition, % at 25 µM;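 active = compounds that reduce the energy-transfer binding signal between the protein and its labelled peptide by more than half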;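 note: 0% = Smad3 plus labelled peptide maximal FRET and 100% = peptide-only background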
HUVEC tox TNFa = HUVEC cytotoxicity counter-screen, TNF alpha stimulated; HUVEC TNFalpha-stimulated, Hoechst cell count, imaging; cell count reduction, % at 2 µM; 93,000 compounds, 0.17% hits;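 active = cell count reduction exceeding the screen mean by over 5 SD, scaled to untreated wells per plate, cut at about 78% in these data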;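 note: cells counted after 24 h of TNF alpha exposure following the 1 h pretreatment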
H69AR inhibit = blocks growth of human H69AR lung tumor cells; H69AR lung tumor viability, ATP luminescence, 72 h; active compounds read low; viability, % at 10 µM; 85,000 compounds, 6% hits;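 active = viability at or below 40%; inactive = viability above 40%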;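 note: multidrug resistant small cell line overexpressing MRP-1 efflux transporter; 100% = mean luminescence of untreated control wells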
Lung fibro prol = blocks proliferation of human lung fibroblasts. LL 47 human lung fibroblast viability, ATP luminescence; active compounds read low. viability, % at 10 µM. 85,000 compounds, 1.1% hits. AID 719;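 active = viability at or below 50% in the single dose screen; inactive = viability above 50%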;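 note: compound exposure lasted 72 h before the ATP readout; 100% = median luminescence of untreated cell-only wells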
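Benchmarks: Cell-only wells, no compound | Test system: LL 47 human lung fibroblasts, passage 12 or lower | Input: 1,150 cells/well | Measured by: CellTiter-Glo luminescence measuring cellular ATP | Medium: IMEM, 15% FBS supplement | Schedule: Overnight attachment after seeding, then 72 h compound exposure at 37 °C | Doses: Compound addition at 0.1% DMSO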
IL1B cytotox = HUVEC cytotoxicity counter-screen, IL-1B stimulated. HUVEC cell count loss, Hoechst imaging. cell count reduction, % at 2 µM. 94,000 compounds, 0.41% hits;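 active = cell count reduction more than 3 SD above the screen-wide mean, cut at about 70% in these data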;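 note: normalized per plate to untreated control cells as the no-loss baseline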
VCAM1 TNFa inh = reduces TNF alpha induced VCAM1 expression in HUVEC. AID 802. HUVEC TNFa-induced VCAM-1 immunofluorescence, high-content imaging. 95,000 compounds, 0.48% hits. inhibition, % at 2 µM;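 active = inhibition above the batch mean plus 3 SD, with images confirmed as a hit by eye, cut at about 37% in these data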;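 note: 0% = TNF-stimulated DMSO wells and 100% = unstimulated control wells; not every result past the cut was called active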
F-actin modifier = cytoskeleton assembly modification; inhibition, % at 2 µM; HUVEC TNFa F-actin phalloidin imaging, high content; 91,000 compounds, 0.18% hits;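 active = inhibition above the batch mean plus 3 SD and confirmed as a hit by visual image inspection, cut at about 30% in these data, passing the limit was not always enough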; note: strong numbers were not always called active
HUVEC inhibit = human endothelial cell proliferation inhibition. HUVEC proliferation, CellTiter-Glo luminescence, 72 h; active compounds read low. viability, % at 10 µM (by protocol). 86,000 compounds, 1.1% hits. AID 648;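 active = viability at or below 30%; inactive = viability above 30%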;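 note: 100% = median luminescence of DMSO-only cell control wells on each plate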
* marks the source's active call; other numbers are inactive results; . = not tested or not shown; [ ] = remark or other dose. The list is partial (hit frequency here may not be typical).

SMILES	Pyk2 oligo antag	Smad3 FoxH1 inh	HUVEC tox TNFa	H69AR inhibit	Lung fibro prol	IL1B cytotox	VCAM1 TNFa inh	F-actin modifier	HUVEC inhibit
COc1cc2c(cc1OC)C(c1ccccc1O)N(C1CC(=O)N(c3ccccc3)C1=O)CC2 (stereo not drawn)	-0.65	7.9	2.5	96.9	103.5	-32.7	9.5	1.2	103.4
O=C(NC1CCCC1)C1(c2ccccc2)CCN(S(=O)(=O)c2ccccc2)CC1	-0.99	26.2[fluorescence artefact?]	-9.7	97.2	92.8	15.8	6.5	-0.7	96.7
Cc1ccc(NC(=O)CN2CCC(C(=O)c3ccc(F)cc3)CC2)cc1	1.06	5.6	-22.7	94.4	102.3	-42.4	5.9	14.4	95.8
COC(=O)c1[nH]c2ccc(Br)cc2c1NC(=O)CN1CCCCC1CCO (stereo not drawn)	-0.41	17.9[fluorescence artefact?]	-18.6	56.2	74.1	-8.9	11.9	-0.1	73.8
CCNS(=O)(=O)c1ccc(NS(C)(=O)=O)cc1	1.03	-1.6	-1.4	95.0	102.0	16.8	-2.9	-19.1	99.4
COc1cccc(/C=N/n2c(CO)nc3ccccc32)c1OC	0.54	6.1	-28.9	85.1	105.7	-32.9	-6.6	1.9	98.5
CC(=O)N1CCCc2cc(S(=O)(=O)N(C)Cc3ccccc3)ccc21	-0.6	.	3.3	.	.	10.6	18.0	0.2	.
Cc1cccc(COc2ccccc2/C=N/Nc2ccc([N+](=O)[O-])cc2)c1	-1.42	.	-14.6	.	.	2.7	-6.5	15.8	.
CCc1c(C(=O)Nc2ccc(OC)cc2)[nH]c(C)c1C(C)=O	0.05	9.3	-32.2	26.4*	92.1	-8.0	15.1	54.4	85.5
CCNC(=O)COc1ccc(S(=O)(=O)Nc2ccccc2)cc1	0.55	-2.5	-17.3	76.2	99.6	1.4	6.4	6.5	98.4
OC(COCc1ccccc1)Cn1cnc2ccccc21 (stereo not drawn)	2.89	.	-8.8	.	.	2.3	-2.6	17.8	.
NC(=S)Nc1cccc2cc3ccccc3cc12	-1.65	.	-2.0	.	.	-31.8	12.4	-3.0	.
O=C(NCCN1CCOCC1)c1cc(=O)[nH]c2ccc(Br)cc12	0.25	1.3[fluorescence artefact?]	-11.7	88.6	104.1	-59.6	0.5	26.7	88.6
CC1(C)NC(=O)N(CNc2cc(Cl)ccc2Cl)C1=O	-1.16	-8.0	14.9	93.5	84.4	17.9	7.7	-9.9	85.7
Cc1cc(OCCn2cc(/C(N)=N/O)c3ccccc32)ccc1Cl	-1.42	.	0.3	.	.	-14.3	0.5	11.1	.
Cc1c(OC(=O)c2ccc([N+](=O)[O-])cc2)c2c(c[n+]1C)COC(C)(C)OC2	0.38	10.2	-19.7	106.0	93.6	5.4	-3.0	1.9	91.0
COc1ccc(CCNS(=O)(=O)c2cccc3nsnc23)cc1OC	0.8	-1.1	.	94.6	92.2	-17.7	.	.	86.3
Cc1cc(Cl)c(S(=O)(=O)NC(C(=O)O)C(C)C)cc1OCC(=O)NC1CCCCC1 (stereo not drawn)	2.82	-9.1	-11.5	109.5	99.1	-153.0	2.5	8.8	94.7
O=C(Nc1nnc(-c2cccs2)o1)c1cccc(C(F)(F)F)c1	.	-9.3	.	23.4*	68.7	.	.	.	39.3
O=C(Nc1ccccc1)c1cc(-c2ccccc2Cl)no1	-1.2	.	-7.3	.	.	-8.5	6.3	-16.7	.
Cc1cc([N+](=O)[O-])nn1CC(=O)NNC(=S)Nc1ccc(Cl)cc1	1.1	.	-6.4	.	.	-16.7	-1.0	-13.7	.
CCOC(=O)c1ccccc1NC(=O)c1c(O)c2ccccc2n(CC)c1=O	-1.36	1.4	3.6	40.0*	101.9	10.6	-7.7	-0.8	110.6
COC(=O)c1c(C)[nH]c(C(=O)OCC(=O)NCC(C)C)c1C	0.82	-12.8	17.1	92.1	103.4	-3.5	2.3	-12.1	104.3
CN(C)c1nc(-c2ccccc2)nc(-c2ccc(Cl)cc2)c1C#N	0.61	7.5	-39.6	31.9*	82.2	-39.6	9.4	-0.1	44.8

Three entries already listed, ordered by the value under VCAM1 TNFa inh, high to low:
SMILES | VCAM1 TNFa inh
CN(C)c1nc(-c2ccccc2)nc(-c2ccc(Cl)cc2)c1C#N | 9.4
Cc1cc(Cl)c(S(=O)(=O)NC(C(=O)O)C(C)C)cc1OCC(=O)NC1CCCCC1 (stereo not drawn) | 2.5
Cc1cc(OCCn2cc(/C(N)=N/O)c3ccccc32)ccc1Cl | 0.5

(next part)
SMILES	Pyk2 oligo antag	Smad3 FoxH1 inh	HUVEC tox TNFa	H69AR inhibit	Lung fibro prol	IL1B cytotox	VCAM1 TNFa inh	F-actin modifier	HUVEC inhibit
Cn1cnc([N+](=O)[O-])c1Nc1ccccc1O	0.9	-0.5[fluorescence artefact?]	-35.0	100.4	94.8	-5.5	-20.9	5.5	94.0
Cc1c(Br)c(C(N)=O)nn1C	0.45	.	-7.3	.	.	-6.0	6.2	-5.8	.
O=C(NCCN1CCCCCC1)C1CCN(S(=O)(=O)N2CCOCC2)CC1	0.53	-3.5	-17.7	97.5	103.0	26.8	-5.8	-14.6	87.7
O=C(OCc1ccccc1Cl)c1ccc(-n2cnnc2)cc1	1.48	4.2	-10.5	97.4	100.2	-7.4	-12.5	-15.2	91.0
O=C(CN1CCN(Cc2ccc3c(c2)OCO3)CC1)Nc1ccc2c(c1)OCO2	-0.18	10.7	-0.4	87.7	98.8	-1.2	-5.0	.	84.0
COc1ccccc1NC(=O)NCCCN1CCN(c2cccc(Cl)c2)CC1	.	-0.7	-17.2	75.3	98.4	-36.4	7.5	5.2	70.8
CCOC(=O)CCC(=O)Nc1ccc(S(=O)(=O)N2CCCC2)cc1	0.94	-3.4	-16.5	82.4	98.3	-14.9	3.6	14.5	95.1
O=C1CCc2cc(S(=O)(=O)N3CCC(C(=O)NC4CCCCCCC4)CC3)ccc2N1	.	-4.6	-25.7	89.2	94.2	-23.0	8.6	-2.2	87.7
Cc1ccc(C)n1-c1cccc(N)c1	.	-6.3	-17.7	84.5	95.0	-19.2	-10.1	-7.2	92.7
CC(=O)CCc1c[nH]c2c(C(=O)O)cccc12	0.65	1.6	5.7	97.0	103.3	-5.1	-9.5	4.5	100.6
CCN(CC)C(=O)C1CCCN(Cc2sccc2C)C1 (stereo not drawn)	1.89	3.3	-8.9	92.4	103.1	11.1	-8.6	5.2	90.6
CCOc1ccc(-c2c(C#N)c(N)nc3c2c(=O)n(C)c(=O)n3C)cc1OC	0.96	1.9	-29.0	78.8	93.4	-5.2	1.2	6.4	94.2
CCOC(=O)N1CCC(Nc2c(NCCN3CCN(c4ccccc4F)CC3)c(=O)c2=O)CC1	.	10.4	-14.0	92.7	98.4	-0.8	5.3	-0.2	110.2
Cc1cc2cc(C=O)c(Cl)nc2cc1C	0.85	.	.	.	.	3.4	-19.8	4.2	.
COc1ccccc1-c1cc(C(F)(F)F)nc(N2CCOCC2)n1	1.42	-11.0[fluorescence artefact?]	-43.0	92.6	105.7	-10.9	-13.7	-11.4	113.5
Cn1cc(Cl)c(C(=O)Nc2cccc(Cl)c2Cl)n1	-0.64	1.6	11.7	102.1	98.3	19.5	25.5	-3.6	90.0
O=C1OC(c2ccccc2)=N/C1=C/c1cccc(OC(=O)c2cccs2)c1	2.31	.	-16.0	.	.	14.5	-3.0	11.2	.
O=C(CCCN=C1NS(=O)(=O)c2ccccc21)OCC(=O)N1CCc2ccccc21	0.9	3.0	-9.8	92.2	98.8	-3.8	7.9	-17.4	87.4
COc1ccc(S(=O)(=O)N(C)CC(=O)NCc2cccnc2)cc1C	0.68	5.3	-0.8	89.9	102.3	-11.9	7.5	-12.0	107.0
Cc1ccc(CN(CC(=O)N/N=C/c2ccco2)S(=O)(=O)c2ccc(C)cc2)cc1	1.57	.	-18.3	.	.	6.8	32.8	-11.9	.
COCCn1c(SCc2cccnc2)nnc1-c1c[nH]c2ccccc12	.	2.7	.	92.0	90.3	.	.	.	89.0
Cc1ccc(Cn2c(NC(=O)c3ccco3)nc3ccccc32)cc1	0.85	4.4[fluorescence artefact?]	3.3	96.2	52.2	-4.6	11.6	0.0	60.9
COc1ccc(C(=O)c2coc3ccc(O)c(CN(C)C)c23)cc1	.	10.6	-28.9	90.7	96.1	3.9	7.6	5.8	88.2
CC1CCCN(C(=O)CSc2cnc3ccccc3n2)C1 (stereo not drawn)	0.36	.	-0.8	.	.	-1.5	8.9	-11.4	.
Cc1nc2cc(F)ccc2n1C1CCN(S(=O)(=O)c2ccccc2)CC1	-0.02	12.6[fluorescence artefact?]	-8.4	59.0	95.3	0.0	-1.8	13.1	81.1
Cc1cccc(-n2nc3c(c2NC(=O)c2ccco2)CSC3)c1C	-0.31	.	-11.1	.	.	-22.6	-23.1	13.0	.
CCOc1cc(NC(=S)NCC2CCCO2)c(OCC)cc1NC(=O)c1ccccc1 (stereo not drawn)	-1.7	.	5.5	.	.	22.5	-12.0	-23.0	.
CCn1cc(C(=O)Nc2ccc3c(c2)OCCO3)c2cc(OC)c(OC)cc2c1=O	.	-17.2	30.1	75.2	103.5	-17.7	-1.1	4.2	95.7
CCC(=O)N1CN(S(=O)(=O)c2ccc(C)cc2)CC1C (stereo not drawn)	-0.41	-2.4	-23.3	99.5	89.8	10.8	3.3	-8.4	89.0
COc1ccc(Br)cc1CN1CCCC(C(=O)N2CCCCC2)C1 (stereo not drawn)	0.13	3.2	1.1	88.6	95.8	1.4	12.8	-17.6	94.4
Cc1ccc(C(=O)c2cn[nH]c2-c2ccccc2O)cc1	-1.1	-19.8	-18.0	94.3	103.8	5.5	5.4	.	105.0
Cc1ccc(OCC(=O)OCC(=O)c2c(N)n(C)c(=O)n(C)c2=O)cc1C	0.12	-5.1	-30.1	106.8	99.5	-6.5	13.1	.	89.5
O=C(CCS(=O)(=O)c1cccc2nonc12)N1CC(=O)N(CCc2ccccc2)C(=O)C1	0.58	11.3	.	96.4	101.7	.	.	.	102.1
CCCOC(=O)c1[nH]c2c(c1C)C(=O)CC(c1cc(OC)c(OC)c(OC)c1)C2 (stereo not drawn)	.	4.0	.	80.3	96.5	.	.	.	95.4
O=C(O)CCCSCC(=O)Nc1ccccc1	-0.25	7.7	-12.1	108.2	94.6	0.8	9.3	.	95.9
O=C(NCC1CCCO1)C1CC(=O)N(C2CCCC2)C1 (stereo not drawn)	0.24	-6.1	-10.2	95.5	96.2	9.5	3.5	-2.5	95.6
COc1cc(/C=C2/SC(=S)N(CC(=O)Nc3nc4ccccc4s3)C2=O)cc(OC)c1OC	-0.84	.	-1.4	.	.	-6.3	10.3	-5.4	.
Cc1ccc(CCNC(=O)C2CCCN2S(=O)(=O)c2ccc3c(c2)CCC(=O)N3)cc1 (stereo not drawn)	.	4.4	-8.5	101.5	99.5	-17.8	2.9	-6.0	95.5
COc1cc(C(=O)OC2CCCCC2=O)cc(OC)c1C (stereo not drawn)	-1.38	8.5	9.1	49.4	92.0	13.5	-8.3	-65.3	96.1
CCCCNS(=O)(=O)c1ccc(NS(=O)(=O)c2c(C)cc(C)cc2C)cc1	-1.34	-16.2	1.6	47.3	97.5	-6.8	-1.9	-2.6	48.4
CC1(C)CC(=O)C(C=NCCN2CCN(CCc3ccccc3)CC2)=C(O)C1	-0.41	3.0	-3.9	96.2	97.3	4.5	9.9	-10.3	83.1
CCOC(=O)c1[nH]c(C)c(/C(O)=C2\C(=O)C(=O)N(CCCN(CC)CC)C2c2cccnc2)c1C (stereo not drawn)	-0.49	3.6	-16.0	97.8	.	-38.0	9.8	-7.9	103.4

From PubChem BioAssay
